Screening results: PubChem BioAssay, several laboratories
Rv3671c protease = Rv3671c (M. tuberculosis) protease inhibition; P9WHR9; inhibition, % at 5.96 µM; hit rate 0.048% among 320,000; in the data active = inhibition above about 38%;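 note: extracellular domain of Rv3671c used as enzyme; 0% = enzyme with DMSO and 100% = no enzyme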
Target sequence (P9WHR9 whole entry, looked up, the tested form may be a part): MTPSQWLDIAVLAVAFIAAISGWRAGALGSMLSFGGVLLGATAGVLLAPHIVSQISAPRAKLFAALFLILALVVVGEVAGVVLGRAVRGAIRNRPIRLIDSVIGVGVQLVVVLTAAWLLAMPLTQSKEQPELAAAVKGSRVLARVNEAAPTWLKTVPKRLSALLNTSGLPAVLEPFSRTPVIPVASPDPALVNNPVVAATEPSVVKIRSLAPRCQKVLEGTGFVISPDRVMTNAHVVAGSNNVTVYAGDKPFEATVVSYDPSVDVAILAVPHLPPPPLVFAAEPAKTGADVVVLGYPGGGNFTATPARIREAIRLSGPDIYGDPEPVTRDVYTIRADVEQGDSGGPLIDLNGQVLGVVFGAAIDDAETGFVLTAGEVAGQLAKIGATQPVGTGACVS
DUSP3 inh = blocks human VHR1 dual specificity phosphatase; P51452; recombinant VHR phosphatase, pNPP absorbance; inhibition, % at 13.3 µM; hit rate 0.52% among 290,000; in the data active = inhibition above about 50%; note: some compounds called inactive have numbers as strong as hits
Target sequence (P51452 whole entry, looked up): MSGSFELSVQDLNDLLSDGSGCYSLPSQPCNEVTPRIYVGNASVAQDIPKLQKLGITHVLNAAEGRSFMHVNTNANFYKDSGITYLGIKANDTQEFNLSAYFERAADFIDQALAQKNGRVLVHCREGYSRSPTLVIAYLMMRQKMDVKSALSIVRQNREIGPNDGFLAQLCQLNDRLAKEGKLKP
MazEF act = activators of E. coli MazEF toxin-antitoxin RNase; P0AE70; FAM/BHQ RNA-DNA oligo cleavage fluorescence, 5 h; activation, % at 20 µM; hit rate 0.32% among 350,000; in the data active = activation above about 50%
Target sequence (P0AE70 whole entry, looked up): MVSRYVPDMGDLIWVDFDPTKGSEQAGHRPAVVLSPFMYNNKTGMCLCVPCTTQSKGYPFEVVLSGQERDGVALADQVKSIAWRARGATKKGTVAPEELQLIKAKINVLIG
PfHsp40 rescue = restores yeast growth despite PfHsp40 toxicity; S. cerevisiae expressing PfHsp40, growth rescue, ATP luminescence; growth rescue, % at 12.5 µM; hit rate 0.68% among 340,000; AID 504582; in the data active = growth rescue above about 28%, passing the limit was not always enough;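 note: yeast W303a lacking pdr1 and pdr3 grown in galactose medium; growth measured after three days at 30 °C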
Yp Topo-I inh = blocks Yersinia pestis topoisomerase I activity | Y. pestis Topo-I cleavage product accumulation, plate reader | activity, % at 10 µM | hit rate 0.064% among 360,000; in the data active = activity above about 50%, passing the limit was not always enough; note: inactives centre near 2
BH1578 lux ind = inducers of Vibrio cholerae quorum light production without autoinducers; V. cholerae BH1578 lux reporter, luminescence, 6 h; activation, % at 18.7 µM; hit rate 0.16% among 350,000; in the data active = activation mostly above about 9.7%, no sharp cut-off; note: not every result past the cut was called active; inactives centre near 0; reference of the scale not given here
TcdB GH inh = inhibitors of Clostridioides difficile toxin B glycohydrolase; TcdB glycohydrolase enzymatic assay, plate reader; inhibition, % at 9.99 µM; hit rate 0.24% among 350,000; in the data active = inhibition above about 10%
Anthrax LF prot = blocks Bacillus anthracis lethal factor protease. AID 588501. multiplex microsphere protease cleavage assay, LF. inhibition, % at 10 µM. hit rate 0.12% among 360,000; in the data active = inhibition above about 30%; note: plate controls were buffer without enzyme for full effect and enzyme alone for no effect
SARS 3CLpro inh = SARS-CoV 3CLpro protease inhibition. P0C6X7. recombinant SARS-CoV 3CLpro, quenched FRET peptide cleavage. inhibition, % at 6 µM. hit rate 0.14% among 290,000; in the data active = inhibition above about 12%
PriA SSB inh = blocks PriA binding to SSB C-terminal tail | AlphaScreen SSBct-PriA binding, biotinylated peptide | AID 1272365 | inhibition, % at 33 µM | hit rate 0.6% among 430,000; in the data active = inhibition mostly above about 37%, no sharp cut-off; inactive = mostly below about 20%;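 note: plate controls were negative control peptide for no effect and reference peptide for full effect; strong numbers were not always called active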
Numbers without * were called inactive; i = inactive; . = not tested or not shown; + = active, no number; & = joins results of further samples. Only part of the results is shown. The share of hits here may be higher or lower than overall.

SMILES | Rv3671c protease | DUSP3 inh | MazEF act | PfHsp40 rescue | Yp Topo-I inh | BH1578 lux ind | TcdB GH inh | Anthrax LF prot | SARS 3CLpro inh | PriA SSB inh
Cn1nnnc1SCC(=O)Nc1nc(-c2ccccc2)c(-c2ccccc2)o1 | -8 | -8 | 1 | -2.4 | 9 | 0.6 | . | -3 | 3 | 0
CCCn1c2ccccc2c2nnc(SCCN3CCOCC3)nc21 | 4 | 8 | 11 | -1.2 | 11 | -0.3 | -3.4 | -8 | 0 | 5
CC(C)CNC(=O)C(=O)NCC1OCCCN1S(=O)(=O)c1cccs1 (stereo unspecified) | -1 | -2 | -7 | 0.6 | 7 | i | -1.1 | 0 | -2 | -19
CCOC(=O)c1c(C)n(-c2ccccc2)c2ccc(O)c(CN(C)C)c12 | 0 | 16 | 17 | 0.6 | 14 | i | -0.9 | -9 | 0 | 1
COc1ccc(-c2oc3cc(OC)c(O)c(OC)c3c(=O)c2OC)cc1O | -4 | 16 | 0 | 7.0 | 4 | -0.4 | 0.9 | -10 | -7 | -7
N#CC(C#N)=C1C=C2C=C(N3CCCCC3)CCC2CC1 (stereo unspecified) | 51* | 2 | + | . | . | . | . | . | -82 | -14
O=C(Cn1cnc2ccccc21)N/N=C/c1cccc([N+](=O)[O-])c1 | -1 | 21 | 8 | 0.4 | -2 | -0.3 | 2.2 | -8 | -3 | .
COc1ccc(C(=O)O)cc1S(=O)(=O)N(C)CCc1ccccn1 | -4 | 17 | 3 | -0.4 | 5 | -0.8 | -0.4 | -8 | 4 | -4
C/C(=N/NC(=O)c1ccc(Br)s1)c1cccnc1 | . | 18 | 2 | -0.5 | 10 | -3.1 | 0.6 | 0 | 2 | .
COCCNc1ncnc2c1ncn2[C@H]1CN(Cc2ccccc2)C[C@@H](CO)O1 | . | . | . | . | -1 | 0.5 | 0.1 | -3 | . | .
O=C(Nc1ccccc1)Oc1ccccc1N1CCOCC1 | -4 | 25 | 5 | -1.7 | 1 | i | -1.2 | 5 | -6 | -24
COC(=O)c1cc(OC)c(OC)c(OC)c1N | 5 | 7 | 0 | -0.2 | -3 | -3.4 | . | -4 | -3 | -12
CCC(C)NC(=O)c1nn(Cc2ccccc2)c(=O)c2ccccc12 (stereo unspecified) | 2 | 12 | -2 | 0.0 | 0 | -0.4 | -1.9 | 0 | 4 | -11
COCC(C)NC(=O)c1noc2c1CCc1cc(OC)ccc1-2 (stereo unspecified) | -3 | 17 | -3 | -0.1 | 12 | -0.3 | . | 4 | -1 | -10
Cc1nnc(SCc2cccc3ccccc23)s1 | -6 | 31 | -15 | 1.9 | 21 | 1.3 | 0.8 | 2 | -1 | -11
COc1cc(OC)cc(C(=O)NCC(=O)OCc2cc(=O)oc3cc(OC)ccc23)c1 | -2 | -4 | 5 | 1.0 | 8 | i | 0.4 | -4 | 6 | -4
COc1ccc(NC(=O)CN2C(=O)NC3(CCCCC3C)C2=O)cc1S(=O)(=O)N1CCOCC1 (stereo unspecified) | 1 | . | 9 | -0.5 | -2 | 0.8 | 0.3 | -3 | . | -1
COc1ccc(N2CCN(C(=O)COc3ccc4c(C)cc(=O)oc4c3C)CC2)cc1 | -2 | 13 | -2 | -0.4 | 6 | i | 2.0 | -1 | 0 | -8
COc1ccc(N/C=C/C(=O)c2ccc(C)cc2)c([N+](=O)[O-])c1 | 2 | . | 30 | 0.5 | -2 | -0.7 | . | 4 | 7 | .
Cn1c(SCC(=O)N2CCCC2)nnc1-c1cnccn1 | -2 | -5 | -3 | -1.1 | -3 | i | -3.2 | 5 | -2 | -1
Cc1cc(C)c2c(N)c(C(=O)N3CCCCCC3)sc2n1 | 1 | 8 | 11 | -0.9 | 6 | -0.4 | . | -7 | 8 | -6
Cc1cc2cc(CNC(=O)c3ccc(S(=O)(=O)N4CCOCC4)cc3)ccc2n1C | 3 | -2 | -8 | -1.0 | 20 | i | 0.8 | -76 | -1 | 7
COc1ccc(C(CNC(=O)c2ccc(-n3cnnn3)cc2)N2CCOCC2)cc1 (stereo unspecified) | -12 | 32 | 10 | 1.2 | 2 | i | . | -1 | 1 | -9
NC(=O)CSc1nnc(-c2ccc([N+](=O)[O-])cc2)o1 | -5 | 38 | -11 | -1.5 | -6 | -0.4 | 0.1 | 0 | 4 | 7
Cc1cc(/C=C(/C#N)c2nc3ccccc3[nH]2)c(C)n1-c1cccc([N+](=O)[O-])c1 | -44 | 4 | -3 | -1.2 | -17 | 0.1 | . | -1 | 3 | 10
More records follow.
SMILES | Rv3671c protease | DUSP3 inh | MazEF act | PfHsp40 rescue | Yp Topo-I inh | BH1578 lux ind | TcdB GH inh | Anthrax LF prot | SARS 3CLpro inh | PriA SSB inh
CC(=O)c1cccc(NC(=O)CN2C(=O)C(=O)N(Cc3ccco3)C2=O)c1 | 2 | . | 4 | 1.2 | -2 | i | 0.5 | 4 | . | -6
COC(=O)C1=C(C)N(c2cccc(OC)c2)C(=O)/C1=C\c1ccco1 | -12 | -7 | 2 | -2.0 | 10 | i | 1.6 | -10 | 4 | 31
N#CCc1nc2ccc(S(=O)(=O)N3CCOCC3)cc2s1 | -14 | 21 | -21 | -0.2 | 1 | i | 1.6 | 0 | -14 | 7
Cc1cccc(Nc2c(F)c(F)c(F)c(F)c2C(=O)O)c1 | 5 | 23 | -5 | -1.4 | 3 | -0.4 | -0.7 | -12 | 2 | -4
COc1ccc2c(c1OC)C(=O)N(c1ccc(F)cc1)C2 | 3 | -8 | 12 | 0.4 | 2 | -1.9 | 1.3 | 0 | 3 | -4
Cc1ccc(C)c(N2CCN(C(=O)Cc3cn(C)c4ccccc34)CC2)c1 | 7 | 19 | -5 | 1.2 | 9 | i | . | -8 | 3 | 21
CSCCC(NC(=O)c1ccccc1Br)C(=O)NNC(=O)C1COc2ccccc2O1 (stereo unspecified) | . | . | 7 | -0.5 | 0 | i | 3.6 | 1 | . | -4
CCc1cccc(NC(=O)CSCc2nc3sc(C)c(C)c3c(=O)[nH]2)c1 | -7 | . | 1 | -2.0 | 4 | 0.1 | -4.0 | 2 | . | -4
O=C(CNC(=O)c1ccccc1Br)N/N=C/c1cccnc1 | 1 | -3 | 3 | -0.5 | 1 | -0.3 | 0.0 | -3 | -2 | .
COc1ccc(Cl)cc1NC(=S)NCCc1ccc(F)cc1 | . | 6 | 1 | 8.4 | 16 | i | . | -2 | 1 | -6
Cc1ccccc1OCc1nc(-c2ccccc2)no1 | -7 | 15 | -6 | 2.6 | 1 | -0.6 | . | -6 | -5 | -2
CCn1c(O)c(N=NC(=O)CNC(=O)c2ccccc2F)c2ccccc21 | 3 | -12 | -3 | 0.4 | 1 | -0.4 | 1.0 | -4 | -6 | -2
CCOc1ccc(S(=O)(=O)N(C)c2ccc(OCC(=O)Nc3nc(-c4cc(OC)ccc4OC)cs3)cc2)cc1 | -65 | -10 | -7 | -1.0 | -6 | -1.7 | -0.9 | -2 | 3 | -2
O=C(CN1CCOCC1)N/N=C/c1ccccc1 | 6 | 26 | 2 | -0.9 | 5 | 2.4 | 0.4 | -7 | -1 | .
COCC(=O)Nc1nnc(SCC(=O)NCc2cccs2)s1 | -3 | 18 | 5 | 5.8 | 5 | -0.4 | . | 5 | -5 | -7
O=S1(=O)N=C(c2ccccc2)C=C(c2ccccc2)N1 | . | . | 3 | -0.5 | 6 | -3.1 | -0.1 | -11 | . | -7
C=CCc1ccccc1OCC(O)CN1CCN(Cc2ccc3c(c2)OCO3)CC1 (stereo unspecified) | 3&-2 | 13&2 | 3&1 | 0.6&2.4 | 18&10 | -0.6 | -4.9 | -7&-6 | -5&-5 | 18&11
CCNC(=S)N1CCN(C(c2ccccc2)c2ccccc2)CC1 | 1 | -2 | -11 | 2.1 | 8 | i | 0.9 | 1 | -2 | 5
CCCCc1ccc(NC(=S)NCc2ccccc2OC)cc1 | -9 | 29 | -8 | -0.9 | -1 | i | 0.9 | 0 | 4 | -9
O=[N+]([O-])c1ccc(Cc2ccc([N+](=O)[O-])cc2)cc1 | . | . | 3 | -0.8 | -3 | . | -0.9 | 7 | . | -4
Cc1cc(C(=O)N/N=C/c2c(C)[nH]c3ccccc23)n[nH]1 | 0 | 12 | -9 | -0.1 | -7 | i | 1.6 | . | -5 | .
CCOc1ccc(N=Nc2c(N)[nH][nH]c2=O)cc1 | 5 | 8 | -5 | -0.1 | -9 | -0.3 | 0.8 | -1 | -3 | 12
CCC(=O)Nc1cccc(C2=NOC3(C2)C[C@@H](C(N)=O)N(C(=O)C(c2ccccc2)c2ccccc2)C3)c1 (stereo partly specified) | -13 | 7 | -1 | -1.3 | 16 | -0.6 | 0.4 | -5 | . | 1
